Screening data from PubChem BioAssay.
VLA-4 inh: inhibition in human VLA-4 binding assay, primary screen, VLA-4 allosteric modulator project, MLPCN library, flow cytometry, VLA-4 expressing cells; AID 2557, 2010; ligand binding flow cytometry; Integrin alpha-4 (Homo sapiens), P13612; hit rate 0.2% among 330,000; inhibition, % (about 7 µM as worked out from the volumes in the protocol); in the data active = inhibition above about 50%
MEX-5 binding: MEX-5 zinc finger RNA-binding disruptors – biochemical, C. elegans, fluorescence polarization, MLPCN library, primary screen; AID 1832, 2009; MEX-5/FITC-TCR2 RNA binding; active compounds read low; activity score (negative = inhibition of binding), % at 10 µM; hit rate 0.38% among 300,000;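 active = inhibition past about -25% in most replicates, and total fluorescence under double the plate's negative control median, limit read from the data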;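 also: 0% = DMSO and -100% = 5 µM competing unlabeled TCR2 RNA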
GLD-1 TGE inh: GLD-1/TGE RNA complex disruptors, primary screen, biochemical, fluorescence polarization; Female germline-specific tumor suppressor gld-1 (Caenorhabditis elegans), Q17339; purified GLD-1 + fluorescein TGE RNA; inhibition, % at 5.96 µM; hit rate 0.44% among 320,000; AID 2280, 2010;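 active = percent inhibition above a per-plate cutoff, the plate mean of test compounds plus 3 SD, cut at about 30% in these data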;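 also: 0% = DMSO wells with GLD-1 and probe and 100% = wells lacking GLD-1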
PME-1 primary: PME-1 inhibitors via competitive probe labeling, primary screen, biochemical, fluorescence polarization, FP-Rh probe, HTS. hit rate 0.53% among 320,000. Protein phosphatase methylesterase 1 (Homo sapiens), Q9Y570. inhibition, % at 5.9 µM. recombinant PME-1. AID 2130, 2009;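 active = inhibition above the campaign mean of all compounds plus 3 SD, cut at about 26% in these data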;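 also: competitive labeling of PME-1 active site by serine hydrolase directed probe; 0% = PME-1 with DMSO and 100% = wells lacking PME-1 enzyme; inhibitors block probe labeling so polarization falls and inhibition rises; many of its hits are not listed in these tables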
Bcl-xL primary: inhibitors of human Bcl-xL, primary screen, biochemical, fluorescence polarization, HTS; Bcl-2-like protein 1 (Homo sapiens), Q07817; GST-Bcl-xL / FITC-Bim BH3 peptide fluorescence polarization; inhibition, % at 10.9 µM; hit rate 0.7% among 320,000; AID 2129, 2009;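 active = inhibition above the mean of all tested compounds plus 3 SD, cutoff set per campaign, cut at about 30% in these data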;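 also: 0% = DMSO wells and 100% = unlabeled Bim-BH3 peptide competitor; inhibitors lower millipolarization by displacing the labeled peptide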
Target sequence (Q07817 whole entry, looked up): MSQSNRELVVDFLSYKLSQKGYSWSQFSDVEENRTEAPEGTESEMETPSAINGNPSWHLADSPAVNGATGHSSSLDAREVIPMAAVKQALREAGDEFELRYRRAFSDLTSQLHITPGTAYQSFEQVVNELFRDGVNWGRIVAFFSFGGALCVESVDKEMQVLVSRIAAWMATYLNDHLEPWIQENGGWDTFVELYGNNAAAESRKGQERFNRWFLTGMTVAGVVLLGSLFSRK
MCL1-BIM inh: inhibitors of MCL1 binding to BIM-BH3, primary screen, biochemical, fluorescence polarization; Induced myeloid leukemia cell differentiation protein Mcl-1 (Homo sapiens), Q07820; GST-MCL1 / FITC-Bim-BH3 fluorescence polarization; inhibition, % at 10.9 µM; hit rate 0.68% among 320,000;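 active = inhibition above the mean inhibition of all tested compounds plus 3 SD, set per campaign, cut at about 40% in these data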;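 also: 0% = DMSO wells and 100% = unlabeled Bim-BH3 peptide control; higher means more loss of mP so more displacement of Bim peptide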
Efflux pump mplx: inhibitors of Candida efflux pumps in yeast, primary screen, S. cerevisiae, Nile Red, multiplex | S. cerevisiae Candida pump triplex | AID 485275, 2010 | inhibition, % at 10 µM | hit rate 0.44% among 330,000;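 active = plate passing quality check with inhibition over a set limit, or well fluorescence over plate mean plus 4 SD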;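 also: Nile Red retained in pooled yeast measured as flow cytometry median fluorescence; 0% = buffer negative control and 100% = Enniatin B positive control; higher means more Nile Red kept so more efflux inhibition; some compounds called inactive have numbers as strong as hits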
GRK2 aptamer HTS: compounds blocking aptamer binding on GRK2 – biochemical, human GRK2, bead flow cytometry, HTS, primary screen. AID 488847, 2010. hit rate 0.59% among 330,000. inhibition of aptamer binding, % at 10 µM. FAM-aptamer displacement from GRK2. Beta-adrenergic receptor kinase 1 (Homo sapiens), P25098;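 active = inhibition of aptamer binding above 40%, roughly 3 SD of noise, on plates passing a quality check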;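 also: median bead fluorescence of bound FAM aptamer so fluorescent compounds give negative values; no value below 0 was filed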
Target sequence (P25098 whole entry, looked up): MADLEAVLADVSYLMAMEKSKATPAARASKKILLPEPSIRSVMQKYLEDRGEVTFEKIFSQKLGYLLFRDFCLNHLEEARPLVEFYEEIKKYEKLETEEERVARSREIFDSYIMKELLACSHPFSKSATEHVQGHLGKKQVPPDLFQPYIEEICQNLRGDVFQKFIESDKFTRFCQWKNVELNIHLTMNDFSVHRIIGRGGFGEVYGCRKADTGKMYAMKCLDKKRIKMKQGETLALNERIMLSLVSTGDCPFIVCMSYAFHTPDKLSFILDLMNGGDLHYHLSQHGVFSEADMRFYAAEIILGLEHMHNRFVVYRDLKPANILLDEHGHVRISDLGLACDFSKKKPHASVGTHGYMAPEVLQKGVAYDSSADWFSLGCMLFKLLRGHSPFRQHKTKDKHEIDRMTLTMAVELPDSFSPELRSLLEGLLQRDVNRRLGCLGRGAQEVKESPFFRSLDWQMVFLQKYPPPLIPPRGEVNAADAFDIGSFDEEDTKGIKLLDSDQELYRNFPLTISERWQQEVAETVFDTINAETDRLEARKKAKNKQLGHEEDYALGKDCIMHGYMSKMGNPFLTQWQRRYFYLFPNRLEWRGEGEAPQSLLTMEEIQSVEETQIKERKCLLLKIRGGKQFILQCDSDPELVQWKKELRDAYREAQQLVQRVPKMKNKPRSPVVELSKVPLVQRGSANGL
Fam108B inh: mouse Fam108B serine hydrolase inhibitors, primary screen, counter-screen for RBBP9 inhibitor project, biochemical, fluorescence polarization | hit rate 0.33% among 300,000 | inhibition, % at 9.51 µM | AID 1947, 2009 | recombinant Fam108B, FP-Rh probe fluorescence polarization;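 active = inhibition above the screen mean inhibition plus 3 SD, computed separately per campaign, cut at about 18% in these data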;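 also: inhibitors lower polarization as less probe binds the enzyme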
The depositor's hits bear a star; nt = not tested or not shown; & = joins results of further samples.

SMILES	VLA-4 inh	MEX-5 binding	GLD-1 TGE inh	PME-1 primary	Bcl-xL primary	MCL1-BIM inh	Efflux pump mplx	GRK2 aptamer HTS	Fam108B inh
CCn1nnnc1SCC(=O)N(C1CCCCC1)C1CCCCC1	4	-1.4	0	3	5	0	0.3	5	-2
Cc1nc2ccc(NC(=O)c3ccco3)cc2s1	8	0.5	-2	3	-11	-21	0.4	1	-5
N#Cc1ccsc1NC(=O)COC(=O)c1ccc(Br)o1	29	nt	5	nt	nt	nt	0.3	4	nt
COc1ccc(CNCCC(c2ccc(OC(C)C)cc2)C(C)C)cc1OC (stereo not drawn)	7	2.1	2	2	4	2	0.1	0	6
O=C1CCCC2=C1C(c1cccs1)n1nc(SCc3ccccc3F)nc1N2 (stereo not drawn)	0	0.0	1	-1	1	4	-0.1	2	3
OC(CCN1CCOCC1)(c1ccc(Cl)cc1)C1CCCCC1 (stereo not drawn)	2	-1.1	5	5	5	-2	0.0	0	-5
CCS(=O)(=O)N1CCC(C(=O)NCCc2ccc(OC)c(OC)c2)CC1	2	-1.0	-1	-3	3	-3	-0.3	3	7
CCCn1nc(C(=O)NNC(=O)c2cccc(S(=O)(=O)NC(C)C)c2)c2ccccc2c1=O	2	1.6	10	-4	-1	8	-3.6	0	-1
C=CCSc1nc2c(c(=O)n(C)c(=O)n2C)n1CC	-3	-0.2	-2	0	3	-6	-0.1	1	2
N#Cc1ccc(N2Cc3ccccc3C2=NC(=O)c2cccnc2Cl)cc1	-7	-1.5	3	-8	0	-3	-0.2	0	1
C=CCn1c(CC#N)nnc1N1CCOCC1	2	-6.1	-4	-3	-2	65*	0.4	6	8
Cc1cc(C(=O)O[C@H]2[C@H](Cc3ccccc3)NS(=O)(=O)[C@H]3C[C@@H]4C=C[C@]23O4)ccc1[N+](=O)[O-]	0	nt	-3	7	7	5	0.0	0	nt
O=C(CN1CCOCC1)N1CCN(S(=O)(=O)c2ccccc2)C1c1ccccc1 (stereo not drawn)	-6	1.3	-5	3	16	3	-0.2	0	4
Cc1onc(-c2ccccc2Cl)c1C(=O)NNC(=O)C1CCN(Cc2ccccc2)CC1	-4	2.1	2	2	7	6	0.0	5	-6
O=C(Nc1ccc(SC(F)F)cc1)c1cccc2nc3ccccc3nc12	-26	-0.5	1	3	4	6	-0.1	0	3
Cc1cc(NC(=O)c2cccc(S(=O)(=O)N3c4ccccc4CC3C)c2)no1 (stereo not drawn)	1	1.5	22	1	-1	3	0.0	1	-2
O=C(CN(Cc1ccccc1F)C(=O)c1ccco1)NCc1ccc(F)cc1	10	-0.4	3	-4	3	11	0.0	3	-3
Cc1cc(NC(=O)CSc2nc3c(cc2C#N)CCC3)no1	6	2.0	5	6	4	8	-0.1	1	-2
CCSc1oc(-c2ccco2)nc1S(=O)(=O)c1ccccc1	9	2.5	2	0	0	1	0.0	3	6
CCc1cc(=O)oc2cc(OC(C)C(=O)O)c(Cl)cc12 (stereo not drawn)	8	1.1	-2	5	3	1	0.0	2	-2
CCC(C)(O)c1[nH]c2ccc(C#N)cc2c1C (stereo not drawn)	6	1.2	4	1	7	8	0.1	0	2
CC(=O)OCc1cc2cc(C)ccc2[nH]c1=O	-5	-3.7	2	-2	7	3	0.0	5	1
Cn1c(=N)n(CC(O)c2cccc3ccccc23)c2ccccc21 (stereo not drawn)	51*	-1.6	9	2	1	5	0.1	0	3
CN1C(C(=O)Nc2ccccn2)=C(O)c2ccccc2S1(=O)=O	-16&0	2.8&0.2	-4&7	-6&-1	5&8	-5&9	-0.1&0.0	4&0	3&2
COC(=O)[C@H]1[C@@H](C)N(Cc2ccccc2)C(=O)N[C@H]1c1ccccc1	-1	4.1	-1	7	1	-4	-0.1	0	9
CC1CCCCC1NC(=O)COC(=O)c1ccccn1 (stereo not drawn)	-9	-1.2	6	-9	5	0	-0.1	0	-2
COc1ccc(C(C(=O)NC(C)(C)C)N(C(=O)CNC(=O)c2cccs2)c2cccnc2)cc1OC (stereo not drawn)	12	1.7	3	3	-2	-1	-0.1	2	-5
O=C(Cn1cnc2c(nnn2Cc2ccccc2F)c1=O)N1CCN(c2ccccc2)CC1	6	-1.2	2	0	5	7	-0.6	0	1
COc1ccccc1CNC(=O)c1cccc(S(=O)(=O)N(C)c2ccccc2)c1	-1	nt	-5	-5	-2	-5	0.3	0	nt
Cc1ccc(OCCNC(=O)C2CC(=O)N(c3ccc(C)cc3)C2)cc1 (stereo not drawn)	-1	-2.1	3	0	-1	4	0.4	1	-6
COC(=O)Cc1c(O)ccn(Cc2ccc(Cl)c(Cl)c2)c1=O	-3	1.1	-7	3	-5	-5	-0.1	0	-3
CCCCCC(=O)Nc1ccc2oc(-c3ccncc3)nc2c1	2	0.5	7	-6	6	-1	0.0	0	0
CC(=O)NCCc1nc2ccccc2[nH]1	-7	2.9	3	-5	2	-2	0.1	0	-1
COc1ccc(CNc2nc(NCc3ccc(OC)cc3)n(S(C)(=O)=O)n2)cc1	8	2.4	0	2	4	0	-0.1	0	2
COCC(=O)Nc1c(C(=O)Nc2ccccc2OC)oc2ccccc12	18	0.6	-1	-3	-3	-1	-0.1	0	-3
Cc1[nH]n(C)c(=O)c1N=Nc1ccc(S(C)(=O)=O)cc1	1	-1.5	0	-8	4	3	0.0	0	-4
CN(CCCCN1CCOCC1)Cc1nc(-c2ccc3c(c2)OCO3)no1	6	-1.2	0	-8	2	1	-0.1	3	-6
Cc1c(Cl)cccc1S(=O)(=O)N1CCC(C(=O)NNC(=O)C2CC2)CC1	11	0.8	8	-3	5	2	-0.1	2	0
Cc1ccc(C(=O)NC(C)C(c2cccs2)N2CCCC2)s1 (stereo not drawn)	0	0.4	-8	-4	-16	-15	0.1	6	-7
CCCN1C(=O)c2ccccc2NC1c1ccc(Br)cc1 (stereo not drawn)	13	-3.2	4	2	1	-5	0.1	1	1
CC1(C)C(=O)Nc2ccccc2N1C(=O)CSc1ncccn1	7	1.2	0	3	5	4	-0.1	8	1
CCCc1nc2n[nH]c(N)c2c2c1CCC2	27	2.8	5	2	4	9	0.1	0	0
CCC(C)Sc1ccc(-c2nc3ccccn3c2NCc2ccccc2)cc1OC (stereo not drawn)	8	nt	6	nt	nt	nt	0.4	1	nt
Cc1ccccc1CSCC(=O)NC1CCCC1	3	0.1	-9	2	-3	-7	0.2	2	-1
COc1ccc(-c2noc(CCC(=O)N3CCN(Cc4ccccc4)CC3)n2)cc1	20	3.1	-2	-5	-6	5	0.3	2	-1
CCC(C)(C)c1ccc(OCCN2C(=O)NC(C)(C)C2=O)cc1	-4	-0.1	4	2	0	6	-0.1	0	1
COc1cc(NC(=O)c2ccc(C)cc2C)ccc1NC(=O)c1cc2ccccc2o1	10	-1.2	3	-2	2	4	-0.1	nt	-3
CC(=O)Nc1ccc(Nc2nc(C)c([N+](=O)[O-])c(N(C)c3ccccc3)n2)cc1	6	4.9	-1	5	7	9	0.1	0	3
O=c1[nH]c2c(c(=O)[nH]1)CCC2	-2	-0.6	4	-3	3	9	-0.1	0	3
Nc1c(-c2ccccc2)cnn1-c1ccccc1	3	2.9	8	-2	0	-4	0.0	0	-4
O=C(CCN1CCc2ccccc2C1)Nc1ccc(F)cc1	1	0.1	-6	-6	-1	-5	0.0	1	1
Cc1cc(C)nc(CCNC(=O)c2cc(COc3ccc(F)cc3Cl)on2)n1	-1	0.9	-4	-10	6	9	0.1	0	0
COc1ccccc1NS(=O)(=O)c1ccc2c(c1)CCN2C(=O)CCC(=O)O	7	0.7	1	-3	4	4	0.0	3	-7
Cc1ccc(NC(=S)N2CCC(C(N)=O)(N3CCCCC3)CC2)c(C)c1	6	0.2	-4	0	6	5	0.0	0	2
CCOc1ccc(N2C(=O)CSC2c2ccncc2)cc1 (stereo not drawn)	1	0.7	4	6	1	4	-0.2	0	-1
CC(OC(=O)/C=C/c1ccccc1)C(=O)N1CCc2ccccc21 (stereo not drawn)	3	-0.9	-5	-6	0	1	0.1	0	-5
COc1ccc(OC)c2sc(N(CCCN(C)C)C(=O)CCS(=O)(=O)c3ccccc3)nc12	21	0.5	-1	2	4	7	0.0	0	10
CN(CC(=O)Nc1ccccc1Br)C(=O)COc1ccc2ccccc2c1	3	nt	4	3	-2	-2	-0.2	0	nt
CC(C)c1ccc(NC(=O)CCNS(=O)(=O)c2ccc3[nH]c(=O)oc3c2)cc1	-12	0.5	7	-5	4	-1	-0.2	1	4
CCc1cc(-c2n[nH]c(=S)n2CC)cs1	-4	1.4	5	1	-13	-11	0.4	1	5

Continuation:
SMILES	VLA-4 inh	MEX-5 binding	GLD-1 TGE inh	PME-1 primary	Bcl-xL primary	MCL1-BIM inh	Efflux pump mplx	GRK2 aptamer HTS	Fam108B inh
Cc1cc(C)c(S(=O)(=O)N2CCCC2=O)c(C)c1N(C)S(C)(=O)=O	6	-1.4	nt	nt	nt	nt	0.0	1	nt
CCSc1nnc(CSc2ncccn2)n1C	22	0.4	-5	2	-5	-1	0.0	1	4
CCCCN(C)S(=O)(=O)c1ccc(C(=O)Nc2nnc(C3=COCCO3)o2)cc1	-9	-0.9	2	-2	4	9	0.1	2	2
Nc1nonc1-n1nncc1-c1ccccc1	0	-1.2	3	1	4	-1	0.1	0	4
CC(C)c1ccc(N(C(=O)c2csnn2)C(C(=O)NC2CCCC2)c2cccnc2)cc1 (stereo not drawn)	-10	0.4	2	-2	10	13	-0.1	1	-1
CCc1cc2c(NCCN3CCCCC3)ncnc2s1	-6	-0.8	-1	7	4	8	-0.1	0	-2
CSc1ccccc1C(=O)Nc1c(C)cccc1C	0	-1.2	-7	7	5	2	-0.1	1	-1
Oc1ccccc1C1NN=C(c2ccccc2)S1 (stereo not drawn)	10	1.6	-5	-5	4	-1	0.0	3	0
CC1CCc2cc(F)ccc2N1C(=O)c1cccs1 (stereo not drawn)	-1	-2.1	0	-2	-1	1	0.0	0	4
O=C(OCC(=O)N1CCN(c2ccccc2)CC1)c1cnc(Cl)c(Cl)c1	5	-4.5	1	-2	4	1	0.0	0	0
COc1ccc(Nc2nc(C(=O)N3CCc4cc(OC)c(OC)cc4C3)cs2)cc1	-12	-1.6	6	11	-2	-5	0.0	0	1
O=C(O)c1ccc(CSCc2ccccc2Cl)o1	14	1.5	1	-1	-1	-1	0.0	0	-2
Clc1ccc(Cl)c(-c2nn3c(Cn4cnc5ccccc54)nnc3s2)c1	13	0.6	4	7	-7	-9	0.0	1	4

MCL1-BIM inh: entries above that show a hit
molecule	VLA-4 inh	MEX-5 binding	GLD-1 TGE inh	PME-1 primary	Bcl-xL primary	MCL1-BIM inh	Efflux pump mplx	GRK2 aptamer HTS
C=CCn1c(CC#N)nnc1N1CCOCC1	2	-6.1	-4	-3	-2	65*	0.4	6

A portion of the library; the hit share may differ from the screen's.
